# C-LANA FP: blocks KSHV LANA C-terminal domain binding to DNA | 0.078% of 340,000 active | AID 504423 | inhibition, % at 9 µM | MBP-C-LANA/FAM-LBS DNA binding, fluorescence polarization;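 active means highest replicate inhibition at or above 60% at 9 µM, even if other replicates fall short; inactive means all replicates below 60% inhibition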;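 further: 0% = neutral control wells and 100% = 4 µM acridine orange control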
# CDK5 p35 inh: inhibitors of human CDK5/p35 kinase. Recombinant CDK5/p35, ADP-Glo luminescence, 60 min. AID 488839. 0.01% of 330,000 active. inhibition, % at 10 µM;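 active means highest replicate inhibition of at least 50% and at least 75% of replicates reaching 50%; inconclusive means only one of the two criteria met; inactive means both criteria failed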;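 further: plate controls were DMSO neutral control for no effect and GW8510 at 10 µM for full effect; many of its hits are not listed in these tables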
# Target sequence (Q00535 whole entry, looked up): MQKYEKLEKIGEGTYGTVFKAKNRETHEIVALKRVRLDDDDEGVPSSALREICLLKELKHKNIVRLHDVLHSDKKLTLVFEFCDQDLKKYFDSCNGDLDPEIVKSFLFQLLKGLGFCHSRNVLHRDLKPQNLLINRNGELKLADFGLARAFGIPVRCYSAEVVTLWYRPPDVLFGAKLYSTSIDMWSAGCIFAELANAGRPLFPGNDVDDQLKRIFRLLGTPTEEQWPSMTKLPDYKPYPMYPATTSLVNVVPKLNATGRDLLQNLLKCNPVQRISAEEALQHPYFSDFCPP
# Target sequence (Q15078 whole entry, looked up): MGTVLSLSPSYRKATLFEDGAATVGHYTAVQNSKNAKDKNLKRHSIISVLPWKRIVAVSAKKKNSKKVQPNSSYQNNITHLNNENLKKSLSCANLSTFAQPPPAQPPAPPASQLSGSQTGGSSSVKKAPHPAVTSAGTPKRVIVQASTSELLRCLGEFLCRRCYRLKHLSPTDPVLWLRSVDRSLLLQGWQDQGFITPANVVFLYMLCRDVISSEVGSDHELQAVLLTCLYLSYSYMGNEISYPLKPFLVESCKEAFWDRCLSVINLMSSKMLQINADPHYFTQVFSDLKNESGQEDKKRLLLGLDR
# Rtt109 HAT inh: C. albicans Rtt109 histone acetyltransferase inhibition; Q5AAJ8; purified Rtt109/Vps75, ThioGlo CoA-SH fluorescence, 4 h; inhibition, % at 34.9 µM; 0.16% of 330,000 active;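 active means inhibition of at least 50% in every replicate; inconclusive means best replicate reaches 50% inhibition but some replicates fall short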
# cardiac RTF act: cardiac RTF calcium sensitization | P19429+P45379 | IANBD-labeled TnC RTF fluorescence at EC20 calcium; 0% EC20 calcium, 100% full calcium | activation, % at 7.2 µM | 0.24% of 340,000 active | AID 493008;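 active means activation above the mean over all tested compounds plus 3 SD, cut at about 30% in these data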;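 further: rise in fluorescence read as greater calcium sensitivity of cardiac thin filaments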
# PfHsp90 yeast 2: growth inhibition of yeast expressing Plasmodium Hsp90; S. cerevisiae expressing PfHsp90, BacTiter-Glo ATP, 48 h; yeast lacking PDR1 and PDR3 efflux regulators; inhibition, % at 9.4 µM; 0.32% of 310,000 active; AID 504621;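 active means every replicate shows inhibition above about 80%, whatever the replicate mean, limit read from the data; inconclusive means mean inhibition reaches the set limit but some replicate falls short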;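 further: 0% = DMSO neutral controls and 100% = 20 µM radicicol positive controls; yeast relying on Plasmodium falciparum Hsp90 in place of its own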
# Keap1 Nrf2 FP: inhibitors of human Keap1-Nrf2 protein-protein interaction. Keap1 Kelch-Nrf2 peptide fluorescence polarization, 1536-well. inhibition, % at 9.4 µM. 0.15% of 340,000 active. AID 504523; in the data active means inhibition above about 12%; inconclusive means no clear call, values can overlap the other calls; inactive means below about 7.3%;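 further: human Keap1 Kelch domain with fluorescein labeled Nrf2 9mer peptide probe; 0% = neutral control wells and 100% = peptide positive control; higher means more block of Keap1 binding to Nrf2 peptide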
# PvdQ acylase: blocks Pseudomonas aeruginosa PvdQ acylase activity | inhibition, % at 10 µM | AID 488965 | 0.063% of 340,000 active | purified PvdQ acylase, fluorescence plate reader; in the data active means inhibition above about 30%, passing the limit was not always enough; inconclusive means no clear call, values can overlap the other calls;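 further: 0% = vehicle neutral wells and 100% = reference inhibitor wells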
# Cardiac RTF inh: cardiac RTF calcium desensitization | P19429+P45379 | IANBD-labeled cardiac RTF, Ca2+ fluorescence | AID 493244 | inhibition, % at 7.15 µM | 0.12% of 340,000 active;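 active means inhibition above the mean inhibition of all tested compounds plus 3 SD, cut at about 17% in these data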;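 further: assay run at fixed EC70 calcium of 1.6 mM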
# NSD2 inh: blocks human histone methyltransferase NSD2; O96028; NSD2 peptide methylation, AlphaScreen, 120 min; inhibition, % at 12.5 µM; 0.54% of 310,000 active; in the data active means inhibition above about 50%
# dFosB activator: activators of mouse delta FosB homodimer; AID 493131; 0.99% of 340,000 active; activation, % at 25 µM; purified delta FosB, TAMRA-CDK5 oligo fluorescence polarization; percent of positive-control signal above neutral wells; P13346;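 active means mean activation above about 17%, with every replicate also reaching it, limit read from the data, passing the limit was not always enough; inconclusive means only one of the two conditions met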;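 further: fluorescence polarization rise as delta FosB binds a TAMRA Cdk5 AP-1 oligo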
# Target sequence (P13346 whole entry, looked up): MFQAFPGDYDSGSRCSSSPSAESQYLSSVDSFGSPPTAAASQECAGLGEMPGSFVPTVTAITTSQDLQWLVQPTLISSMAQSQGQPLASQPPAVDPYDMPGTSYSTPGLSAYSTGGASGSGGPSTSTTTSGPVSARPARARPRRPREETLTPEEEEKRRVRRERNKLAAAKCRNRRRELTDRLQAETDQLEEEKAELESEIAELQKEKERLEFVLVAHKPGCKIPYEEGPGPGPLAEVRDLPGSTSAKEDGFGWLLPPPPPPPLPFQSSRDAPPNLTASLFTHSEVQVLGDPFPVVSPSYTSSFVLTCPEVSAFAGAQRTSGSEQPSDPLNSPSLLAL
# Mot1-301 SUMO: blocks SUMOylation pathway, rescuing yeast Mot1-301 growth; S. cerevisiae Mot1-301 growth rescue, ATP luminescence, 38.5C; percent above DMSO median, 100 means doubled; growth rescue, % at 18.8 µM; 1% of 320,000 active; AID 2716;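 active means every valid replicate shows activation above 250% relative to neutral control wells; inactive means the rest, any valid replicate at or below 250%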;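 further: OY570 slx delta 5 strain wells were the positive control but not used for scaling; some compounds called inactive have numbers as strong as hits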
# * marks the source's active call; other numbers are inactive results; ? = inconclusive; · = no result given. Compounds were not picked by outcome. Share with any hit: about 3.2%.
SMILES,C-LANA FP,CDK5 p35 inh,Rtt109 HAT inh,cardiac RTF act,PfHsp90 yeast 2,Keap1 Nrf2 FP,PvdQ acylase,Cardiac RTF inh,NSD2 inh,dFosB activator,Mot1-301 SUMO
Cc1c(OC(C)C(=O)NC(Cc2c[nH]c3ccc(O)cc23)C(=O)O)ccc2c1oc(=O)c1ccccc12 (configuration not stated),2.0,-1.5,15,4,-9,2,9,3,·,-3,0
COC(=O)c1c(-c2ccccc2Cl)noc1-c1cnc(N)nc1C(F)(F)F,-2.9,-3.3,-3,-2,-7,-2,-2,-11,·,3,-9
CCCc1[nH]nc2c1C(c1cc(OC)ccc1F)C(C#N)=C(N)O2 (configuration not stated),4.0,0.7,11,-1,-11,-1,-15,-3,-2,2,-12
COc1cc(C2C(C#N)=C(N)Oc3c2oc(CO)cc3=O)cc(OC)c1OC (configuration not stated),-0.3,0.7,-9,11,·,2,-6,-11,0,3,4
CCn1c(CSc2nc3ccccc3s2)nnc1SCC(=O)c1ccc(O)c(O)c1,1.1,-0.9,-3,-5,47,-3,-15,-1,23,-3,-3
Cc1cccc(O)c1C,-0.6,-2.8,-3,5,-6,-3,-15,1,·,2,·
Nc1[nH]nc2nc(N3CCOCC3)nc(-c3ccccc3)c12,-1.7,-6.7,-4,11,·,-4,-20,9,-2,0,246
CC(C)(C)C(=O)NC(=S)Nc1ccc(C(F)(F)F)cc1,1.3,0.3,-5,-5,17,-2,-11,-4,0,2,34
CC(Oc1ccc(F)cc1)C(=O)N(Cc1ccccc1)c1c(N)n(Cc2ccccc2)c(=O)[nH]c1=O (configuration not stated),0.2,0.1,1,-8,-47,-3,-9,3,4,-10,-23
Cc1ccc(NC(=O)c2ccccc2)cc1,-3.9,1.3,-24,0,·,7,1,-7,-3,-2,11
Cc1ccc(-c2nc(Nc3cccc(C)c3)sc2CC(=O)O)cc1,1.0,0.9,7,0,0,1,14,-8,·,-8,-7
COc1ccccc1NS(=O)(=O)c1ccc(C)c(C(=O)NCc2cccnc2)c1,2.1,-11,1,4,-21,-5,-11,1,0,3,3
Cc1nnc(-c2cnn(-c3ccccc3)c2N)n1Cc1ccncc1,0.2,1.4,3,-2,0,-3,-16,-17,-1,0,3
CCOc1ccc(NC(=S)NC(=O)Cc2ccccc2)cc1,1.1,-0.1,-2,-6,28,-1,-10,-2,0,-5,5
COc1ccc(Cl)cc1NC(=S)N1CCN(C(=O)C2CCCO2)CC1 (configuration not stated),-1.1,-1.1,0,2,12,1,-11,2,-1,4,-2
CCc1cccc(CC)c1C(OC(C)=O)c1cccnc1 (configuration not stated),-0.6,-0.3,-2,3,10,4,-7,-7,-2,-5,-15
CCN(C(=O)COC(=O)c1cccn1C)C1CCS(=O)(=O)C1 (configuration not stated),-2.2,0.5,6,1,-14,-1,-12,-9,-1,2,-2
O=C(NC(=S)N1CCCC1)c1cccc([N+](=O)[O-])c1,-0.4,1.1,0,-3,-16,-4,-6,-1,0,7,-17
CCOCCc1nnc(NC(=O)COC)s1,0.8,0.1,·,15,27,-8,-23,-5,-2,-3,15
CCn1cc(S(=O)(=O)N2CCN(Cc3ccc(F)cc3)CC2)cn1,0.8,0.1,-9,0,-3,0,-18,-4,0,-2,8
Cn1c2cc(Br)sc2c2cnn(Cc3c(F)cccc3Cl)c(=O)c21,-0.6,0.9,2,-7,-4,-4,-1,1,·,-13,·
Clc1ccc2nnnc(-c3ccccc3)c2c1,0.1,0.2,-2,2,-6,0,-10,-13,23,2,168
O=C1C2C3C=CC(C3)C2C(=O)N1/N=C/c1cc(Br)cc([N+](=O)[O-])c1O (configuration not stated),0.2,0.8,17,2,-49,0,-6,10,10,-1,9
CC(C)=CCC(C)(C)/C=N/NC(N)=O,-1.0,-0.7,17,-1,8,-5,-8,-2,0,-4,-7
CC(C)CC(C(=O)Nc1ccc2c(c1)OCCO2)N1C(=O)c2ccccc2C1=O (configuration not stated),0.6,0.3,-2,-4,-11,1,8,2,-3,3,-19
CCCCc1ccc(-n2c(Cc3cccs3)n[nH]c2=S)cc1,-0.7,2.5,72*,-4,-18,3,-8,-6,·,-4,-8
COC(=O)C1CCN(S(=O)(=O)c2ccc(Br)s2)CC1,0.4,0.7,-4,1,6,0,-9,-4,-1,3,·
CCn1cnc2c(Nc3cccc(Cl)c3)nc(C#N)nc21,2.4,0.9,-6,-11,·,2,20,6,·,5,25
CCOC(=O)N1CCN(c2c(N3CCN(c4ccccc4OC)CC3)c(=O)c2=O)CC1,-0.7,-0.1,-5,-2,-12,1,6,-5,·,-1,11
COCc1ccc(C(=O)N2CCN(CC(=O)N3CCCC3)CC2)cc1,1.0,0.7,-16,0,12,-7,-14,-2,-4,8,-3

# Profiles, looked up by structure. Order of values: C-LANA FP	CDK5 p35 inh	Rtt109 HAT inh	cardiac RTF act	PfHsp90 yeast 2	Keap1 Nrf2 FP	PvdQ acylase	Cardiac RTF inh	NSD2 inh	dFosB activator	Mot1-301 SUMO
# Listed for O=C1C2C3C=CC(C3)C2C(=O)N1/N=C/c1cc(Br)cc([N+](=O)[O-])c1O (configuration not stated) = 0.2	0.8	17	2	-49	0	-6	10	10	-1	9
# Listed for CCN(C(=O)COC(=O)c1cccn1C)C1CCS(=O)(=O)C1 (configuration not stated) = -2.2	0.5	6	1	-14	-1	-12	-9	-1	2	-2
# Listed for CCCCc1ccc(-n2c(Cc3cccs3)n[nH]c2=S)cc1 = -0.7	2.5	72*	-4	-18	3	-8	-6	·	-4	-8
# Listed for Cn1c2cc(Br)sc2c2cnn(Cc3c(F)cccc3Cl)c(=O)c21 = -0.6	0.9	2	-7	-4	-4	-1	1	·	-13	·
# Listed for CCOCCc1nnc(NC(=O)COC)s1 = 0.8	0.1	·	15	27	-8	-23	-5	-2	-3	15

# The list continues:
SMILES,C-LANA FP,CDK5 p35 inh,Rtt109 HAT inh,cardiac RTF act,PfHsp90 yeast 2,Keap1 Nrf2 FP,PvdQ acylase,Cardiac RTF inh,NSD2 inh,dFosB activator,Mot1-301 SUMO
O=C(c1ccco1)N1CCN(C(=O)c2cc(-c3ccccc3)nc3ccccc23)CC1,-0.3,1.2,-10,10,·,2,-3,-22,-4,-5,-1
CC(=O)c1cc(-c2ccccc2)n(CCC(=O)NC2CCCC2)c1C,-1.9,-2.2,·,0,5,0,-17,-27,-1,-2,-4
CCc1cc(=O)oc2cc3occ(-c4ccc(OC)c(F)c4)c3cc12,-0.5,·,5,-10,-9,-1,-10,-24,4,?,-5
COc1ccccc1NCC(=O)N/N=C/c1c(O)ccc2ccccc12,3.3,-1.6,0,-3,7,0,6,0,-1,7,-8
CCC(C)[C@H](NC(=O)C1(c2ccccc2)CCN(C(=O)OC(C)(C)C)CC1)C(=O)N[C@@H](C(=O)O)c1ccccc1 (some centres not stated),0.8,-0.5,5,3,6,-4,-10,-3,·,-6,-1
COc1ccccc1C(=O)Nc1ccccc1C(=O)N1C(C)CCCC1C (configuration not stated),-0.3,0.0,2,-9,13,-6,-9,1,-35,-12,6
CCC1CN(C(=O)N2CCC(C(=O)NCc3cc(OC)c(OC)c(OC)c3)CC2)c2ccccc2O1 (configuration not stated),0.2,1.9,-2,-3,-26,-2,-7,3,1,-9,16
NC(N)=N/N=C/c1ccc(Cl)c([N+](=O)[O-])c1,0.2,0.1,-2,5,·,-6,-6,4,11,3,-4
CCN(CC)c1ccc(NC(=O)COC(=O)C23CCC(=O)N2c2ccccc2S3)cc1 (configuration not stated),0.3,-6.1,-1,3,-10,-7,-18,-80,2,-2,-11
c1nc(NCC2CCCO2)c2[nH]cnc2n1 (configuration not stated),-1.0,0.2,-9,6,-9,-5,-14,1,2,0,51
O=C(CN1C(=O)CC(c2ccccc2)=Nc2ccccc21)NCc1ccco1,0.0,-0.7,0,1,-17,-1,-13,-4,1,-7,194
CS(=O)(=O)N(Cc1cc2ccccc2[nH]c1=O)C1CCCCC1,1.2,0.1,10,2,·,-1,0,6,2,-5,-2
N#CCc1nn(-c2ccccc2)c2ncnc(N)c12,6.2,2.3,0,-4,-12,-5,-18,-3,-4,-11,0
CCC(=O)NCCn1c(C)cc2ccccc21,0.7,0.1,-3,2,10,5,-7,-8,·,-11,7
CN1CCC(=NNC(=O)CN(c2cccc(Br)c2)S(C)(=O)=O)CC1,-1.1,0.9,-7,-1,-30,-1,-7,13,2,3,-10
CCCCCC(=O)NC(=S)Nc1ccc(NC(=O)c2ccco2)cc1,-1.1,0.7,14,-4,15,0,5,-16,2,6,-25
CCOCCCNc1ccc(N2C(=O)C3CCCCC3C2=O)cc1[N+](=O)[O-] (configuration not stated),0.4,-0.3,2,5,-11,-3,11,-6,-1,0,-14
